High-throughput results from PubChem.
NPC1 promoter act – activates the NPC1 promoter; Huh7 NPC1 promoter luciferase reporter, 24 h; Potency, µM (top dose mostly 9.22 µM), inactives show at the highest dose activation, actives largely listed as activators; 2.4% of 320,000 active; AID 485313;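 also: potency is read from the fitted curve at half-maximal effect; % of control where 0% means no effect; nearly all actives have a fitted effect of over 60% in size; reporter is driven by a mutant NPC1 promoter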
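Huh7 reporter cells (NPC1 promoter driving luciferase) are dosed with compound for 24 h at 37 °C, 5% CO2; luciferase detection reagent is then added and luminescence measured after 10 min at ambient temperature.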
RORg inh – inhibitors of mouse ROR gamma transcriptional activity. Drosophila S2 Gal4-RORgamma UAS-luciferase reporter, 20 h. Potency, µM (highest dose often 53.6 µM), inactives show at the top dose activity change, negative = inhibition, usual class: inhibitors. 5.4% of 310,000 active; also: potency is read from the fitted curve at half-maximal effect; % is scaled to controls: 0 for no effect and ±100 for the full control effect; nearly all actives have a fitted effect of over 60% in size
Target sequence (P51450 whole entry, looked up, the tested form may be a part): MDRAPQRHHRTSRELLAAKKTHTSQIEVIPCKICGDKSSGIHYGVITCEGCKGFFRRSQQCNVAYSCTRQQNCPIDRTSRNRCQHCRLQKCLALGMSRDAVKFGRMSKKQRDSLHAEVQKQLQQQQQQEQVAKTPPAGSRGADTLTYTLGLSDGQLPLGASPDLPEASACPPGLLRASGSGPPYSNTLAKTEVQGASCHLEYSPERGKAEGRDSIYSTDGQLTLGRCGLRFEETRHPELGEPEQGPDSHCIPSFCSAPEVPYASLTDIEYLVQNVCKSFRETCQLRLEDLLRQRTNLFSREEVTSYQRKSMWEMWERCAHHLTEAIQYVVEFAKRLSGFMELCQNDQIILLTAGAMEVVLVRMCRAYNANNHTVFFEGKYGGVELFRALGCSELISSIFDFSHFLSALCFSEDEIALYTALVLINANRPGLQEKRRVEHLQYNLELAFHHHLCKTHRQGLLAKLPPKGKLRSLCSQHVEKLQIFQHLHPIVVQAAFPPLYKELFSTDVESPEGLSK
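ROR gamma transcriptional activity was tracked as Gal4-UAS luciferase output in stably transfected Drosophila Schneider cells, with compound added 1 hr before 700 uM copper sulfate induction and a 20 hr ambient-temperature incubation.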
p53 reactivation – restores transcriptional activity of mutant p53; H1299 p53-A138V BP100-luciferase reporter, luminescence, 24 h; Potency, µM (titrated, usually from 92.2 µM), for the others: at the top dose activity change, positive = activation, usual class: activators; 0.063% of 320,000 active; AID 504706; also: potency is read from the fitted curve at half-maximal effect; % of control where 0% means no effect; nearly all actives have a fitted effect of over 45% in size
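H1299 (p53-null), stable ts p53-A138V + BP100-Luc; 1000 cells/well, Opti-MEM/10% FBS; cpd 4 pt, 1:5; 24 h, 37 deg C, 5% CO2; detection reagent 10 min RT; luminescence.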
VP16 counter – Gal4-VP16 reporter inhibition counter-screen | Drosophila S2 Gal4-VP16 UAS-luciferase, luminescence, 20 h | Potency, µM (titrated, usually from 53.6 µM), for inactives: at the highest dose activity, negative = inhibition, hits mostly inhibitors | 3.5% of 310,000 active | AID 2546;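 also: Gal4-VP16 expression switched on by copper sulfate through the metallothionein promoter; potency is read from the fitted curve at half-maximal effect; % is scaled to controls: 0 for no effect and ±100 for the full control effect; nearly all actives have a fitted effect of over 50% in size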
Tb PFK inh – blocks T. brucei phosphofructokinase; O15648; T. brucei PFK, ADP-Glo luminescence; Potency, µM (series often up to 57.5 µM), inactives show at the highest dose activity, negative = inhibition, usual class: inhibitors; 0.17% of 330,000 active; AID 485367;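 also: potency is read from the fitted curve at half-maximal effect; 0% = uninhibited 1x PFK enzyme wells and -100% = no-enzyme wells; nearly all actives have a fitted effect of over 60% in size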
Target sequence (O15648 whole entry, looked up): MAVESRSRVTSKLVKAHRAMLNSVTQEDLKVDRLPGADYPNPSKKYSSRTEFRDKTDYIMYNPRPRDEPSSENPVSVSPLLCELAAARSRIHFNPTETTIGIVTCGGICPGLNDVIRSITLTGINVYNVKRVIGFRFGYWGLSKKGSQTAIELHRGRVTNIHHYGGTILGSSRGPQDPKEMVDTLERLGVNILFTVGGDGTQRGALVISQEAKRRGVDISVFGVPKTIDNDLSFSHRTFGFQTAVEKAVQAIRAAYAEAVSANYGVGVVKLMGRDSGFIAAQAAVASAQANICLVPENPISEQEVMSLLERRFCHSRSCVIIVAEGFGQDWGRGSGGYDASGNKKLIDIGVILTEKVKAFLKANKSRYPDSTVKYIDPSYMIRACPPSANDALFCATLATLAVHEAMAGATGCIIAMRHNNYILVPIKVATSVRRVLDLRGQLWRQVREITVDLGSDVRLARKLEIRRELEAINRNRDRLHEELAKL
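In TEA buffer at pH 8.0 with 5 mM MgCl2, enzyme (1.25 nM) converted F6P (0.5 mM) and ATP (0.1 mM) for 45 min at room temperature. ADP product was read by luciferase luminescence.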
TRPV1 agonist – agonists of human vanilloid receptor 1 (TRPV1) | Q8NER1 | TRPV1-expressing cells, Fluo-8 calcium influx, agonist mode | activation, % at 8.33 µM | 0.19% of 320,000 active; in the data active = activation above about 80%; inconclusive = between about 30% and that limit; also: 0% is about no effect
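TRPV1-expressing cells were cultured overnight at 35.5C and loaded with Fluo-8 calcium dye for 40 to 90 min at room temperature. After a 10 s baseline, compound was added and calcium influx was read kinetically for 3 min (ex 480/em 520 nm).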
ELG1 DNA repair – ELG1-dependent DNA repair inhibition. HEK293T ELG1-luciferase reporter, luminescence, 16 h; DNA damage induced by 5-fluorouridine. Potency, µM (series often up to 46.1 µM), without a hit: top-dose activity change, negative = inhibition, actives largely listed as inhibitors. AID 504467. 2.3% of 330,000 active; also: potency is read from the fitted curve at half-maximal effect; % is scaled to controls: 0 for no effect and ±100 for the full control effect; nearly all actives have a fitted effect of over 55% in size
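Reporter activity after DNA damage by 5-fluorouridine is monitored. Compound-treated cells incubate 16 hr at 37 °C, then ONE-Glo is added for 30 min before luminescence reading.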
BRCA1 expr act – activators of BRCA1 expression. 1.1% of 380,000 active. Potency, µM (top dose mostly 46.1 µM), for inactives: at the highest dose activation, most hits filed as activators. MCF7-BRCA1-FFLuc reporter, luminescence, 48 h; response scale: scaled: vehicle 0%, 10 µM genistein 100%; also: potency is read from the fitted curve at half-maximal effect; nearly all actives have a fitted effect of over 80% in size; some results filed as inactive show a strong effect at the top dose
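Cells: MCF7-BRCA1-FFLuc, 2000/well. Exposure: 48 h, 37 °C, 5% CO2. Read: luminescence, 15 min post-substrate. Controls: genistein 10 microM (maximal activation), DMSO (neutral).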
Rab9 prom act – activators of Rab9 promoter | 2.8% of 320,000 active | Huh7 Rab9 promoter-luciferase reporter, luminescence, 24 h | Potency, µM (highest dose often 9.22 µM), inactives show top-dose activation, negative = inhibition, hits mostly activators | AID 485297; also: potency is read from the fitted curve at half-maximal effect; % of control where 0% means no effect; nearly all actives have a fitted effect of over 60% in size
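Luminescence from Amplite-detected luciferase (10 minutes, ambient) reports Rab9 promoter activation. Before that, stable Rab9-luciferase Huh7 cells (1500/well, reduced-serum OP-MEM I plus 10% FBS) were exposed to compound for 24 hours at 37C.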
FLuc modulator – inhibits or activates purified firefly luciferase, miR-21 counter-screen; Potency, µM (highest dose often 57.5 µM), without a hit: at the top dose activity change, negative = inhibition, most hits filed as inhibitors; AID 588342; 6.9% of 360,000 active; purified FLuc, Km substrates, luminescence inhibition; P08659;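 also: potency is read from the fitted curve at half-maximal effect; plate controls were vehicle for no effect and reference inhibitor for full effect; nearly all actives have a fitted effect of over 55% in size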
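Biochemical qHTS of compounds, final roughly 60 µM downward over six points, against 10 nM purified firefly luciferase using Km concentrations of substrates (10 uM D-luciferin, 10 uM ATP) in Tris acetate pH 7.5 buffer; luminescence output.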
ELG1 genotox – inducers of genotoxicity in HEK293T ELG1-luciferase cells | HEK293T ELG1-luciferase reporter, luminescence, 16 h | Potency, µM (highest dose often 46 µM), inactives show top-dose activity change, positive = activation, most hits filed as activators | 1.3% of 330,000 active; also: potency is read from the fitted curve at half-maximal effect; % of control where 0% means no effect; nearly all actives have a fitted effect of over 60% in size
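ELG1-luciferase HEK293T cells, 2,000/well; compound pinned in; 16 hr, 37 °C, 5% CO2; ONE-Glo, 30 min RT; luminescence on CCD imager.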
The depositor's hits bear a star; u = inconclusive; x = not tested or not shown; [ ] = another dose, or the depositor's remark. Unless noted, calls follow the shape of the dose curve; as a rule, active = well fitted curve in the direction sought with a large enough effect; inconclusive = small, poorly fitted or top-dose-only effect, or another doubt; inactive = no such curve, though single readings can be large; an effect the other way counts as inactive or inconclusive. This is a random part of the collection; any-hit rate near 15%.

SMILES	NPC1 promoter act	RORg inh	p53 reactivation	VP16 counter	Tb PFK inh	TRPV1 agonist	ELG1 DNA repair	BRCA1 expr act	Rab9 prom act	FLuc modulator	ELG1 genotox
COc1ccccc1-c1nnc(SCC(=O)NC2CCS(=O)(=O)C2)n1N (centres undefined)	0%	1%	-3%	-2%	2%	-1	0%	-1%	-3%	0%	2%
COc1cc(OC)c(NC(=O)CSc2nc3ccncc3[nH]2)cc1Cl	-3%	x	x	x	-2%	-7	x	x	-4%	-16%	x
CC(CNC(=O)C(C)(C)C)NC(=O)C(C)(C)C (centres undefined)	0%	42%	7%	17%	1%	0	-6%	-3%	-1%	0%	1%
CCOc1cc(CNCCCN2CCOCC2)cc(Br)c1OCc1ccccc1Cl	0%	u	-7%	u	1%	9	14%	-64%	-4%	-1%	-24%
CCOC(=O)c1sc(SC)c2c1CCC/C2=N/OC	-3%	5%	-5%	11%	1%	5	2%	-24%	-4%	3%	-1%
CC1(C)Cc2nc(-c3ccccc3)n3cnnc3c2CO1	-2%	10%	-1%	3%	-1%	0	0%	-19%	11%	1%	1%
COCCN(CCOC)S(=O)(=O)c1ccc(C(=O)Nc2nc(-c3ccncc3)cs2)cc1	0%	25%	1%	-14%	9%	5	u	-50%	-5%	-6%	-12%
N#Cc1ccc(C(=O)NNC(=O)c2cccc(S(=O)(=O)N3CCOCC3)c2)cc1	x	x	8%	x	1%	x	0%	15%	x	x	0%
COCCCNc1nc(N)c([N+](=O)[O-])c(NCc2ccccc2)n1	-3%	5%	8%	-1%	7%	0	6%	-28%	-1%[1.84 µM]	5%	1%
Cc1ccc(CSCCNS(=O)(=O)c2ccccc2)cc1	-1%	u	0%	12%	0%	-2	2%	-34%	0%	-3%	-1%
Cc1cccc(N2CCN(C(=O)c3ccc4c(c3)OCCO4)CC2C)c1 (centres undefined)	-7%	30%	-1%	-18%	1%	u	10%	-6%	0%	-22%	0%
CC(C)COc1cc(=O)[nH]c(SCC(C)C)n1	x	-41%	x	-3%	x	25	x	-44%	x	1%	x
N#CCCN(Cc1cccnc1)C(=O)c1sc2cc(F)ccc2c1Cl	-3%	-16%	-9%	u	0%	12	-11%	-2%	-1%	4%	0%
CC(C)Cc1nnc(NC(=O)c2cc([N+](=O)[O-])ccc2N2CCOCC2)s1	14%	x	x	x	0%	12	-5%	-9%	15%	-1%	-4%
CCN1/C(=C/C(=S)Nc2ccccc2)Sc2ccccc21	4µM*	3.2µM*	21%	13µM*	4%	8	u	-7%	2.8µM*	11µM*	16%
OC(COc1cccc2ccccc12)CN1CCN(c2ccccn2)CC1 (centres undefined)	-5%	3%	-2%	0%	4%	8	-18%	-19%	2%	11%	-1%
Cc1cccc(NS(=O)(=O)c2cccc(C(=O)NCc3ccccc3CN3CCOCC3)c2)c1	1%	x	0%	x	-1%	-1	u	-31%	-4%	x	-7%
CC1CCN(C(=O)Cn2nnc(-c3cccs3)n2)CC1	3.5µM*	-18%	5%	12%	6%	13	u	u	2.2µM*	u	u
COC(=O)c1ccc(NC(=O)c2cccc(NC(=O)c3ccco3)c2)cc1	-9%	18%	7%	-7%	-5%	0	-1%	2%	8%	-14%	1%
Cc1ccc(NC(=O)CNC(=O)c2cccc(C)c2)nc1	-3%	x	11%	x	0%	-3	-18%	-43%	-8%	3%	u
O=C(Nc1ccccc1N1CCCCC1)c1cc(S(=O)(=O)N2CCOCC2)ccc1Cl	0%	x	-9%	x	6%	u	u	-32%	-2%	2%	-5%
Cc1cc(Cl)ccc1OCCCC(=O)NNC(=O)c1ccccc1O	1%	x	9%	x	1%	10	u	-55%	-3%	9%	-4%
CC[C@]12c3[nH]c4ccccc4c3CCN1C(=O)C(CC(=O)NCCC1=CCCCC1)C[C@@H]2C(=O)N1CCN(C(=O)C2CC2)CC1 (some centres undefined)	x	x	4%	x	3%	x	-11%	-3%	x	x	0%
CC(C)(C)c1cc(C(C)(C)C)n(-c2ccccc2)n1	-4%	-12%	-2%	-5%	1%	3	4%	-6%	8%	-3%	0%
Cc1ccc(-c2ccc(=O)n(CC(=O)N3CCN(c4cccc(C)c4)C(C)C3)n2)cc1 (centres undefined)	0%	33%	0%	-11%	0%	1	-23%	-33%	-5%	5%	-11%
Cc1ccccc1-c1noc(-c2ccccc2C(=O)O)n1	19%	9%	u	15%	3%	-1	u	0%	17%	19µM*	14%
Cc1ccc(-c2cc(-c3ccccc3[N+](=O)[O-])[nH]n2)c(O)c1	u	18µM*	21%	u	0%	17	u	54%	3.5µM*	u	u
C[C@H](NC(=O)c1ccc(C(C)(C)C)cc1)C(=O)N1CCOCC1	x	x	1%	x	-12%	x	23%	7%	x	x	3%
COC(=O)Cn1c(=NC(=O)C(C)(C)C)sc2c(C)cc(C)cc21	-2%	-41%	3%	-11%	1%	10	-4%	6%	-7%	-2%	3%
Cc1ccc(OCc2nnc(SCC(=O)c3cccc([N+](=O)[O-])c3)n2C)cc1	-1%	2µM*	5%	u	-2%	4	0%	-1%	0%	1%	1%
CCN(C(=O)COC(=O)c1ccc2ccccc2n1)c1c(N)n(Cc2ccccc2)c(=O)[nH]c1=O	-6%	x	9%	x	-3%	0	u	-8%	-8%	2%	0%
Cc1ccc(C)c(OCC(=O)Nc2ccc(C(=O)O)cc2NC(=O)COc2cc(C)ccc2C)c1	-1%	u	-9%	u	2%	3	-8%	-4%	4%	1%	-9%
O=C(NC1CCN(C(=O)N2c3ccccc3Sc3ccccc32)CC1)c1ccccc1F	-1%	u	4%	3.5µM*	6%	x	u	-51%	-2%	2%	4%
O=C(COc1ccccc1C(=O)NCC1CCCO1)Nc1ccc(Cl)cc1Cl (centres undefined)	-4%	30%	-4%	1%	-3%	5	0%	-11%	3%	0%	-11%
COc1ccc([N+](=O)[O-])cc1NC(=O)CCSCCc1ccccn1	1%	15%	1%	24%	-7%	1	-27%	-8%	3%	0%	-6%
CCOn1c(=O)c[n+]([O-])c2ccccc21	5%	-19%	4%	-2%	-6%	0	5%	-40%	1%	-5%	3%
CCC(=O)c1ccc(OCC(=O)Nc2nc(-c3cccnc3)cs2)cc1	0%	x	-11%	x	-25%	-1	u	-6%	-5%	-13%	-6%
CC(C)CCNC(=O)CCCc1ccccc1	-3%	-2%	3%	7%[10 µM]	-4%	16	7%	24%	2%	-19%	-3%
O=C(c1ccco1)N1CCN(CC(O)COc2ccc(Br)cc2)CC1 (centres undefined)	-5%	38%	-5%	8%	-3%	2	-6%	-7%	3%	-1%	-8%
COc1cccc(OC)c1/C(O)=C(\C#N)c1nc2ccccc2[nH]1	-1%	3%	-5%	-8%	-9%	0	-16%	-83%[inhibitor]	-3%	9%	-2%
CCC(CO)Oc1cc(NC(=O)c2ccccc2N)c2ncn(C(C)C)c2c1 (centres undefined)	x	x	7%	x	12%	x	0%	-12%	x	x	-4%
C=CCn1c(=O)c2ccccc2n2c(SCC(=O)Nc3sc(C)c(CC)c3C(=O)OCC)nnc12	-2%	-9%	-4%	3%	-2%	0	u	-37%	-2%	2%	-1%
CCCC(=O)OCC(=O)Nc1cc(Cl)ccc1[N+](=O)[O-]	0%	-6%	1%	2%	-3%	7	1%	-31%	-1%	5%	-3%
O=C(N/N=C/c1cccs1)c1c[nH]c2ccccc12	3.2µM*	u	24%	15%	2%	-1	u	25%	2.8µM*	6µM*	u
CCN1CCN(c2nc3c(c(=O)[nH]c(=O)n3C)n2CCCc2ccccc2)CC1	-3%	-1%	0%	7%	-1%	0	-12%	0%	-1%	1%	0%
FC(F)Oc1ccc(NC(=S)Nc2ccc3cn[nH]c3c2)cc1	1%	-29%	0%	21%	3%	x	-12%	0%	1%	-11%	-8%
CCCCn1c(SCC(=O)NC(=O)Cc2ccccc2)nc2ccccc2c1=O	4%	x	0%	x	4%	30	0%	-8%	-10%	-1%	1%
COc1ccc(C/C(N)=N/OC(=O)c2ccc(Cl)cc2)cc1	-4%	24%	10%	-13%	0%	25	10%	0%	-2%	3%	2%
Cc1cc(C)n2nc(-c3ccco3)nc2n1	-2%	-14%	2%	-14%[10 µM]	-4%	-5	-8%	-4%	-2%	-4%	-16%

Shown in CSV form: part of the list above
canonical_smiles,NPC1 promoter act,RORg inh,p53 reactivation,VP16 counter,Tb PFK inh,TRPV1 agonist,ELG1 DNA repair,BRCA1 expr act,Rab9 prom act,FLuc modulator,ELG1 genotox
CC(C)Cc1nnc(NC(=O)c2cc([N+](=O)[O-])ccc2N2CCOCC2)s1,14%,x,x,x,0%,12,-5%,-9%,15%,-1%,-4%
CCN1/C(=C/C(=S)Nc2ccccc2)Sc2ccccc21,4µM*,3.2µM*,21%,13µM*,4%,8,u,-7%,2.8µM*,11µM*,16%
